# CRE Fsk mod – modulators of forskolin-stimulated CRE signaling in CHO cells. CHO CRE-bla reporter (cAMP response element driving beta-lactamase), forskolin EC10, beta-lactamase ratio. Potency, µM (series often up to 38.2 µM), inactives show at the top dose activity change, negative = inhibition, most hits filed as activators. hit rate 2.5% among 71,000. AID 662; active = well fitted activation curve with a large enough effect in the signal ratio, with a control signal flat, not every such curve was filed as active; inconclusive = small, poorly fitted or top-dose-only effect, or effect the other way, or a change in a side signal; the % refers to the signal ratio; also: potency is read from the fitted curve at half-maximal effect; % of control where 0% means no effect
#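 qHTS titration format; CRE-bla CHO reporter; stimulus EC10 NKH 477, a water-soluble forskolin. Read: CCF4 460/530 nm ratio. Potency expressed as AC50 for activators or inhibitors.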
# Hsp90 Hop PPI – changes Hsp90-Hop TPR2A binding signal, up or down; AlphaScreen TPR2A-His6 binding biotin-Hsp90 C-terminal peptide; Potency, µM (titrated, usually from 57 µM), for the others: at the highest dose activity change, negative = inhibition; hit rate 0.44% among 71,000; active = well fitted curve in either direction with a large enough effect; inconclusive = small, poorly fitted or top-dose-only effect, or another doubt; also: potency is read from the fitted curve at half-maximal effect; % is scaled to controls: 0 for no effect and ±100 for the full control effect; many of its hits are not listed in these tables
# HBB splicing – modulators of hemoglobin beta chain splicing. Potency, µM (series often up to 46.1 µM), for inactives: at the highest dose activation, hits mostly activators. HBB splicing reporter cell assay, activation; EGFP reporter with mutant IVS2-654 intron; response scale: normalised to 500 nM splice-correcting PNA. hit rate 0.06% among 65,000; also: potency is read from the fitted curve at half-maximal effect; 0% is about no effect
#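 HeLa cells stably expressing EGFP interrupted by mutant beta-globin intron 2 (IVS2-654), 500/well in 2% FCS. Treated with compound for 2 days at 37C. Splicing correction scored as total well GFP intensity (488 nm excitation, 500-520 nm emission); 500 nM antisense PNA served as control.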
# UbGFP stabilizer – proteasome inhibitors stabilizing ubiquitin-GFP reporter | Ubiquitin-GFP reporter cells, proteasome inhibition, GFP fluorescence; response scale: untreated = 0%, 10 µM MG-132 = 100% | Potency, µM (highest dose often 45.9 µM), for the others: at the top dose activation (GFP accumulation), most hits filed as activators | 67,000 tested, under 10 active | AID 526; active = well fitted activation curve with a large enough effect, not every such curve was filed as active; inconclusive = small, poorly fitted or top-dose-only effect, or another doubt; inactive = no such curve, though single readings can be large or run the other way; also: potency is read from the fitted curve at half-maximal effect
#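 GFP accumulation read-out: laser plate cytometry counting ubiquitin(G76V)-GFP-expressing U2OS cells after 4 hr compound exposure at 37 °C. Titrations spanned 46 uM to 2.9 nM; 0% = basal, 100% = 10 uM MG-132; concentration-response curves fitted.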
# GFP derepression – epigenetic modulators derepressing GFP locus in mouse cells | mouse C127i GFP locus derepression, cytometry, 30 h | Potency, µM (titrated, usually from 46.1 µM), for the others: at the top dose GFP derepression (activation) | hit rate 0.09% among 68,000; also: % of control where 0% means no effect
#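 Derepression screen: silenced CMV-GFP reporter in murine C127i cells, 30 h compound incubation at 37 C, washed cells imaged by laser-scanning cytometer to enumerate GFP-expressing objects of 20 to 120 um.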
# 15-hLO inh – blocks human 15-lipoxygenase activity. P16050. purified 15hLO-1, xylenol orange hydroperoxide absorbance. Potency, µM (titrated, usually from 57.1 µM), inactives show top-dose activity change, negative = inhibition, most hits filed as inhibitors. hit rate 1.4% among 74,000; also: potency is read from the fitted curve at half-maximal effect; % is scaled to controls: 0 for no effect and ±100 for the full control effect; nearly all actives have a fitted effect of over 55% in size
# Target sequence (P16050 whole entry, looked up): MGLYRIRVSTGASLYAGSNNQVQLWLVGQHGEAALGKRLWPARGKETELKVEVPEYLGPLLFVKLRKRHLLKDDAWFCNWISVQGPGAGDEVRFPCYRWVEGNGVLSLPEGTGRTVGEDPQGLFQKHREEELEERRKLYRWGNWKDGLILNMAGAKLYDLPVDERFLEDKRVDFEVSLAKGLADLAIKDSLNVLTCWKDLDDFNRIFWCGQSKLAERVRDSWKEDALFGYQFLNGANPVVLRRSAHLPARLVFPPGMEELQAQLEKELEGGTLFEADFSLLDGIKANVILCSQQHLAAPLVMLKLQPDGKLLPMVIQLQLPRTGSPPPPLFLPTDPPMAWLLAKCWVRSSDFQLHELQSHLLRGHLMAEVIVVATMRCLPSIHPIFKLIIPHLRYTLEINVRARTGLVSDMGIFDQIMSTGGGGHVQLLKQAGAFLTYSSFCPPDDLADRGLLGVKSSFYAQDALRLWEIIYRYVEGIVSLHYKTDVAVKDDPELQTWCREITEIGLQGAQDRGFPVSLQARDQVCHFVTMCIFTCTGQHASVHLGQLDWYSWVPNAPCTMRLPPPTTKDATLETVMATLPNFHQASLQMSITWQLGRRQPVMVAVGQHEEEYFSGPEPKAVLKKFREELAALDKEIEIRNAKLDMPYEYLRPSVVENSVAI
#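 Quantitative HTS in 25 mM Hepes pH 7.5 containing 0.01% Triton X-100: human 15hLO-1 at 40 nM, arachidonic acid at 50 uM, 6 min turnover. Product quantified via ferrous oxidation/xylenol orange, 573:405 nm absorbance ratio.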
# BRCT PPI red – disrupts BRCA1 BRCT binding to phosphoprotein, red fluorophore readout; BRCT-phosphopeptide binding, red fluorescence polarization; AID 892; P38398; Potency, µM (highest dose often 76.9 µM), for the others: at the top dose activity change, negative = inhibition, most hits filed as inhibitors; hit rate 0.03% among 75,000; also: % is scaled to controls: 0 for no effect and ±100 for the full control effect
#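 Rhodamine-labelled pBACH1 10-mer (100 nM) bound to BRCT domain (100 nM) at pH 7.3; compounds incubated 12 min room temperature, polarization read. Free peptide defines full inhibition; unlabelled decapeptide titrated as control.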
# DNA Pol III inh – inhibitors of bacterial DNA polymerase III holoenzyme; Potency, µM (highest dose often 57.1 µM), for the others: at the highest dose activity change, negative = inhibition; hit rate 0.25% among 71,000; AID 603; reconstituted DNA polymerase III holoenzyme replication, biochemical; also: potency is read from the fitted curve at half-maximal effect; % is scaled to controls: 0 for no effect and ±100 for the full control effect
#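 Reconstituted *E. coli* holoenzyme (0.35 nM Pol III, 1 nM beta, 154 nM SSB, 2 nM primase) was preincubated with compound for 15 min at RT. Synthesis on 1.4 nM ssM13Gori ran 35 min, then was stopped with PicoGreen/EDTA and read as dsDNA fluorescence.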
# BRCT inh green – inhibitors of human BRCA1 BRCT-phosphoprotein interaction (green fluorophore) | BRCA1 BRCT-phosphopeptide binding, green fluorescence polarization | Potency, µM (series often up to 76.9 µM), for the others: at the top dose activity change, negative = inhibition, usual class: inhibitors | hit rate 0.05% among 75,000 | AID 875;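 also: potency is read from the fitted curve at half-maximal effect; plate controls were peptide without protein for full effect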
#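 Compounds were incubated for 12 min at room temperature with a complex of 100 nM fluorescein-tagged pBACH1 decapeptide and 250 nM His-tagged BRCT protein. Buffer was phosphate pH 7.3 with EDTA, DTT and Tween 20. Disruption of binding lowers the polarization signal.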
# USP2a inh – USP2a (human) protease inhibition; USP2a enzymatic assay, qHTS inhibition; O75604; Potency, µM (titrated, usually from 38.3 µM), for inactives: at the top dose activity change, negative = inhibition, hits mostly inhibitors; hit rate 0.1% among 60,000;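 also: potency is read from the fitted curve at half-maximal effect; nearly all actives have a fitted effect of over 60% in size; plate controls were DMSO for no effect and NEM full inhibition control for full effect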
#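 USP2 core (20 nM final) was preincubated with compound for 30 min at RT in 20 mM Tris-HCl pH 8.0, 2 mM CaCl2, 2 mM beta-mercaptoethanol; Ub-PLA2 (20 nM) plus NBD C6-HPC (20 uM) then added, fluorescence read after 2.5 h.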
# HADH2 inh – HADH2 (human) dehydrogenase inhibition; AID 886; recombinant HADH2, NADH fluorescence, beta-hydroxybutyryl-CoA; Q99714; hit rate 3.4% among 73,000; Potency, µM (doses to about 57.1 µM), for inactives: top-dose activity change, negative = inhibition, most hits filed as inhibitors; also: potency is read from the fitted curve at half-maximal effect; % is scaled to controls: 0 for no effect and ±100 for the full control effect; nearly all actives have a fitted effect of over 60% in size; many of its hits are not listed in these tables
# Target sequence (Q99714 whole entry, looked up, one chain of several): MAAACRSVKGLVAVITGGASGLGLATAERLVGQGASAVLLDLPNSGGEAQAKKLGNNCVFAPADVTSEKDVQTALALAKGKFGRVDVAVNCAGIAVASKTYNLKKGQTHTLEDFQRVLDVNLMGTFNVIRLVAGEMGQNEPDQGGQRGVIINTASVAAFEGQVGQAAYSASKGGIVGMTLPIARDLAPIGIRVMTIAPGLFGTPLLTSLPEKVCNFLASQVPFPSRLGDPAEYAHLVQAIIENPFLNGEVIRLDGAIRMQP
#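 NADH fluorescence (ex 360/em 450 nm) read every 30 s for 4 min; activity taken as last-minus-first time point difference. Enzyme 20 nM, NAD+ 1 mM, beta-hydroxybutyryl-CoA 90 uM, pH 9.0 Tris buffer.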
# * = called active by the depositor; u = inconclusive; x = not tested or not shown; & = joins results of further samples; [ ] = dose if it differs, or a comment. Unless noted, calls follow the shape of the dose curve; as a rule, active = well fitted curve in the direction sought with a large enough effect; inconclusive = small, poorly fitted or top-dose-only effect, or another doubt; inactive = no such curve, though single readings can be large; an effect the other way counts as inactive or inconclusive. Some of the compounds tested; rates above refer to the full screens.
entry	SMILES	CRE Fsk mod	Hsp90 Hop PPI	HBB splicing	UbGFP stabilizer	GFP derepression	15-hLO inh
1	CCOC(=O)O[C@]1(C(=O)COC(=O)CC)CC[C@@H]2[C@@H]3CCC4=CC(=O)C=C[C@@]4(C)[C@H]3[C@H](O)C[C@]21C	-17%[17.1 µM]	-4%[26 µM]	0.0%[20.6 µM]	0%[20.5 µM]	6%[20.6 µM]	7%[25.6 µM]
2	O=C(NCC(=O)N(c1ccccc1)C(C(=O)NCC1CCCO1)c1ccccc1)c1ccco1 (configuration not stated)	0%	-1%	x	4%	-1%	1%
3	COc1ccccc1-c1nc(-c2ccncc2)no1	5%	2%	-0.3%[57.5 µM]	0%	-2%	-2%
4	c1ccc(-c2cc3c(-n4cccc4)ncnc3o2)cc1	28%	5%	3.8%[57.5 µM]	7%	-1%	-9%
5	CCn1c(-c2ccco2)nc2ccccc21	8%	-1%	0.5%	2%	-1%	9%
6	CCC(O)OC(O)CC (configuration not stated)	-12%&3%	-2%&-2%	-0.8%&0.5%	x	x	0%&-1%
7	CC(C)CCNC(=O)NC(=O)CSc1nnc(COc2ccccc2Cl)o1	7%	-1%	-2.6%	-1%	-1%	-6%
8	COc1ccc(C2(CNC(=O)c3ccc(Br)o3)CCOCC2)cc1	7%	-1%	-0.8%	3%	-1%	8%

entry	BRCT PPI red	DNA Pol III inh	BRCT inh green	USP2a inh	HADH2 inh
1	-0.9%[34.4 µM]	6%[25.6 µM]	-1.0%[34.4 µM]	54%[activator][17.1 µM]	-7%[25.6 µM]
2	-0.6%	-2%	-2.2%	-2%	10%
3	-1.5%	6%	-0.2%	8%	16%
4	-0.3%	-3%	2.5%	14%	25µM*
5	2.2%	-1%	5.6%	4%	-3%
6	-1.2%&0.8%	-2%&1%	-0.3%&-1.5%	x	1%&-2%
7	-0.9%	-3%	-1.3%	15%	8%
8	0.2%	0%	-0.6%	11%	13%

# (next part)
entry	SMILES	CRE Fsk mod	Hsp90 Hop PPI	HBB splicing	UbGFP stabilizer	GFP derepression	15-hLO inh
9	Cc1cc(C(=O)OCC(=O)N2CCN(c3ccccc3)CC2)c2ccccc2n1	u	-9%	-1.9%	-15%	1%	-4%
10	Cc1ccc(C(=O)O)cc1S(=O)(=O)N1CCSCC1	9%	1%	x	5%	5%	13%
11	COc1ccc(OC)c(-c2cc(C(=O)NCc3cccs3)no2)c1	u	3%	-1.1%	4%	-1%	-8%
12	CCn1c2ccccc2c2nnc(SCC(=O)OCN3C(=O)c4ccccc4C3=O)nc21	u	-3%[11 µM]	-3.9%[0.0738 µM]	1%[9.17 µM]	0%	0%[11.4 µM]
13	O=C(CSc1nc(-c2ccco2)cc(C(F)(F)F)n1)Nc1cccnc1	u	-1%	4.5%[57.5 µM]	-3%	-2%	7%
14	COc1cc2c(cc1OC)C(C(=O)N1CCOCC1)C(c1cccs1)N(C)C2=O (configuration not stated)	u	-1%	-0.9%	-5%	-1%	5%
15	COCCn1c(=O)c(-c2ccccc2)nc2cnc(Nc3cccc(OC)c3)nc21	u	-2%	2.4%	3%	-2%[9.22 µM]	-3%
16	c1ccc(Nc2ncncc2-c2ccoc2)cc1	-9%	-3%	0.7%	-3%	-3%[9.22 µM]	0%

entry	BRCT PPI red	DNA Pol III inh	BRCT inh green	USP2a inh	HADH2 inh
9	-0.4%	-6%	0.4%	22%	1%
10	-0.6%	-3%	-3.1%	-3%	-1%
11	-0.8%	6%	-0.4%	3%	u
12	-1.6%	-4%[11.4 µM]	-2.9%	6%[7.66 µM]	2%[11.4 µM]
13	0.7%	-4%	-1.3%	x	11%
14	0.1%	0%	-1.2%	-5%	-4%
15	2.1%	-9%	-0.1%	166%[activator]	-4%
16	-1.7%	-6%	-0.8%	85%[activator]	u

# Further entries.
entry	SMILES	CRE Fsk mod	Hsp90 Hop PPI	HBB splicing	UbGFP stabilizer	GFP derepression	15-hLO inh
17	COc1ccc(Cn2nnnc2C(c2cccs2)N2CCN(c3ccccc3)CC2)cc1 (configuration not stated)	u	-1%	-0.1%[57.5 µM]	-8%	2%	3%
18	CN(Cc1ccco1)c1ncncc1-c1ccc2c(c1)OCO2	6%	-11%	2.0%	-5%	-3%[9.22 µM]	-24%
19	CCc1[nH]nc2c1C(C(C)C)C(C#N)=C(N)O2 (configuration not stated)	-15%	1%	x	0%	-1%	6%
20	O=C(CCn1c(=O)oc2ccccc21)N1CCN(c2ccccc2Cl)CC1	-18%	5%	1.7%	-3%	3%	-6%
21	CS(=O)(=O)N1CCC(C(=O)Nc2ccc(OCc3ccccc3)cc2)CC1	0%	2%	-1.5%	2%	-3%	-6%
22	CCc1sc(NC(=O)CN2CCOCC2)nc1-c1ccccc1	9%	0%	-1.0%	-10%	-4%	1%
23	Cc1c(Cl)ccc2c1NC(=O)[C@]21[C@@H]2C(=O)N(Cc3ccccc3)C(=O)[C@@H]2[C@@H]2CCCN21	-15%	-17%	-4.8%[57.5 µM]	3%	0%	u
24	O=C1CN(C(=O)COC(=O)Cc2ccsc2)c2ccccc2N1	u	4%	2.2%	1%	2%	2%

entry	BRCT PPI red	DNA Pol III inh	BRCT inh green	USP2a inh	HADH2 inh
17	0.2%	-3%	-1.4%	4%	6%
18	-0.2%	-6%	-2.6%	78%	32µM*
19	0.6%	-3%	0.0%	4%	9%
20	-0.7%	-9%	-0.7%	12%	-6%
21	-0.1%	-5%	-4.7%	-1%	19%
22	-1.1%	-1%	1.3%	13%	5%
23	-0.7%	-2%	3.9%	51%[activator]	-10%
24	-0.1%	-8%	0.4%	3%	2%

# Continued, overlapping the part above by two compounds.
entry	SMILES	CRE Fsk mod	Hsp90 Hop PPI	HBB splicing	UbGFP stabilizer	GFP derepression	15-hLO inh
23	Cc1c(Cl)ccc2c1NC(=O)[C@]21[C@@H]2C(=O)N(Cc3ccccc3)C(=O)[C@@H]2[C@@H]2CCCN21	-15%	-17%	-4.8%[57.5 µM]	3%	0%	u
24	O=C1CN(C(=O)COC(=O)Cc2ccsc2)c2ccccc2N1	u	4%	2.2%	1%	2%	2%
25	CN(C)S(=O)(=O)c1ccc(C(=O)Oc2cc(=O)[nH]c3ccccc23)cc1	8%	-5%	0.4%	6%	1%	-1%
26	Cc1ccccc1N(C(=O)CCC(=O)Nc1ccccn1)C(C(=O)NC(C)C)c1ccc(O)cc1 (configuration not stated)	-13%	-3%	x	0%	0%	3%
27	Cc1ccc(S(=O)(=O)c2c(N)n(/N=C/c3ccco3)c3nc4ccccc4nc23)cc1C	10µM*	-5%	-1.5%[57.5 µM]	1%	4%	u
28	O=C(Cn1nnc(-c2ccccc2-n2cnnn2)n1)N1CCCCC1	6%	1%	x	-9%	-2%	13%
29	O=C(NCc1cccnc1)NC1(C(F)(F)F)Oc2ccccc2O1	u	-4%	1.0%	17%	0%	-1%
30	COCCCN1C(=O)C(O)=C(C(C)=O)C1c1ccccn1 (configuration not stated)	-1%	-5%	x	-1%	1%	-1%
31	CCOC(=O)C1CCN(c2ncnc3c2oc2ccc(Br)cc23)CC1	2.5µM*	7%	1.9%[0.369 µM]	x	0%	-4%
32	Cc1cc(=O)oc2c(N)c(O)ccc12	u	1%	-0.6%	-2%	x	-16%
33	CN1CCN(C(=O)c2ccc(C3SCC(=O)N3Cc3ccco3)cc2)CC1 (configuration not stated)	0%	-2%	-2.1%	-3%	0%	4%

entry	BRCT PPI red	DNA Pol III inh	BRCT inh green	USP2a inh	HADH2 inh
23	-0.7%	-2%	3.9%	51%[activator]	-10%
24	-0.1%	-8%	0.4%	3%	2%
25	-0.8%	-5%	-1.1%	-4%	u
26	0.3%	-12%	1.1%	12%	-1%
27	2.0%	-2%	3.6%	44%[activator]	u
28	-0.4%	-8%	0.0%	-9%	7%
29	0.7%	2%	0.1%	4%	u
30	-1.6%	-5%	-0.5%	-5%	-30%
31	-2.5%	-9%	2.0%	7%	-5%
32	1.6%	-4%	2.8%	x	u
33	0.4%	-1%	-6.3%	11%	0%
